BoNT-F LC inh: inhibitors of Botulinum neurotoxin F light chain protease | Multiplex microsphere protease cleavage assay, flow cytometry | inhibition, % at 10 µM | 0.22% of 360,000 active; in the data active = inhibition above about 35%, passing the limit was not always enough; also: plate controls were buffer without enzyme for full effect and enzyme alone for no effect
BoNT-A LC inh2: inhibitors of Botulinum neurotoxin A light chain protease. AID 588499. 0.17% of 360,000 active. multiplex microsphere protease substrate cleavage, flow cytometry. inhibition, % at 10 µM; also: plate controls were buffer without enzyme for full effect and enzyme alone for no effect
DUSP3 inh: blocks human VHR1 dual specificity phosphatase. recombinant VHR phosphatase, pNPP absorbance. inhibition, % at 13.3 µM. 0.52% of 290,000 active. P51452; in the data active = inhibition above about 50%; also: some compounds called inactive have numbers as strong as hits
Target sequence (P51452 whole entry, looked up): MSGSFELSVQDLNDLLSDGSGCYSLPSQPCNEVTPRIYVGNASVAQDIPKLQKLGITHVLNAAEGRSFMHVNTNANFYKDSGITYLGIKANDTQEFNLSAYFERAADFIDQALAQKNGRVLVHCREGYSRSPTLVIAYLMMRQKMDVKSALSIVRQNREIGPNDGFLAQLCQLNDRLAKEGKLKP
MazF activator: activators of E. coli MazEF toxin-antitoxin RNase; P0AE70; FAM/BHQ RNA-DNA oligo cleavage fluorescence, 5 h; activation, % at 20 µM; 0.32% of 350,000 active; AID 504720; in the data active = activation above about 50%
Target sequence (P0AE70 whole entry, looked up): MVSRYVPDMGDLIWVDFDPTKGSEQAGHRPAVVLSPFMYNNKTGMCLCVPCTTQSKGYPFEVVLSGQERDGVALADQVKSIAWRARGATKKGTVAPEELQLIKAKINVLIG
Rv3671c protease: inhibits the M. tuberculosis serine protease Rv3671c. inhibition, % at 5.96 µM. 0.048% of 320,000 active. P9WHR9; in the data active = inhibition above about 38%;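 also: extracellular domain of Rv3671c used as enzyme; 0% = enzyme with DMSO and 100% = no enzyme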
Target sequence (P9WHR9 whole entry, looked up, the tested form may be a part): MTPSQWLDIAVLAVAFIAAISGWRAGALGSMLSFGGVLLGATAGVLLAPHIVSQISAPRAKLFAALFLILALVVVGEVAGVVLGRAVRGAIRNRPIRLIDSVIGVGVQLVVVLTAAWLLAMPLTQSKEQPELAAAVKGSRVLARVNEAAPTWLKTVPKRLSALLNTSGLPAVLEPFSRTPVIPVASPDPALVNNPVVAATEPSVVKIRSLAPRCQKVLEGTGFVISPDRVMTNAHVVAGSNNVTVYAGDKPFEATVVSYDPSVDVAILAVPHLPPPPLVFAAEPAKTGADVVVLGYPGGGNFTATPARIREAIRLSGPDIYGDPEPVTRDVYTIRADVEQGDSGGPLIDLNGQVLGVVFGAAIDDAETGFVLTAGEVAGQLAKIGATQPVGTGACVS
SSB-PriA inh: K. pneumoniae PriA-SSBct interaction inhibition. AlphaScreen SSBct-PriA binding, biotinylated peptide. inhibition, % at 33 µM. 0.6% of 430,000 active. AID 1272365; in the data active = inhibition mostly above about 37%, no sharp cut-off; inactive = mostly below about 20%;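 also: plate controls were negative control peptide for no effect and reference peptide for full effect; strong numbers were not always called active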
CCHFV vOTU inh: CCHFV vOTU protease inhibition; Pep-AMC fluorescence; inhibition, % at 11.5 µM; 0.55% of 370,000 active; in the data active = inhibition above about 30%; also: 0% = vehicle wells with enzyme and 100% = no enzyme wells
3CLpro inhibitor: SARS-CoV 3CLpro protease inhibition. P0C6X7. recombinant SARS-CoV 3CLpro, quenched FRET peptide cleavage. inhibition, % at 6 µM. 0.14% of 290,000 active; in the data active = inhibition above about 12%
PrPC surface inh: inhibitors of human cell surface prion protein PrPC; P04156; TR-FRET read-out; inhibition, % at 13.8 µM; 0.43% of 370,000 active; AID 720596; in the data active = inhibition above about 24%; also: 0% = median of the test wells and 100% = reference compound wells
Anthrax LF inh2: inhibitors of Bacillus anthracis lethal factor protease | AID 588501 | inhibition, % at 10 µM | multiplex microsphere protease cleavage assay, LF | 0.12% of 360,000 active; also: plate controls were buffer without enzyme for full effect and enzyme alone for no effect
Active calls of the source: *. Rule as the data show it, unless noted: active = inhibition above about 30%; inconclusive = no clear call, values can overlap the other calls; inactive = below that. This is a subset; rates above refer to the full screens.

How did Cc1ccc(NC(=O)C(OC(=O)c2ccc(NC(N)=O)cc2)c2ccccc2)cc1Cl (centres undefined) do in these assays?
BoNT-F LC inh: -2; BoNT-A LC inh2: -0.2; DUSP3 inh: 17; MazF activator: -4; Rv3671c protease: -79; SSB-PriA inh: -5; CCHFV vOTU inh: 11; 3CLpro inhibitor: 4; PrPC surface inh: 3; Anthrax LF inh2: -1

How did COc1ccc(NC(=O)CC2C(=O)N(C)C(=S)N2CCc2ccccc2)cc1 (centres undefined) do in these assays?
BoNT-F LC inh: -11; BoNT-A LC inh2: -0.7; DUSP3 inh: -7; MazF activator: 0; Rv3671c protease: 0; SSB-PriA inh: -6; CCHFV vOTU inh: 2; 3CLpro inhibitor: 1; PrPC surface inh: 6; Anthrax LF inh2: -3

Results for CCOC(=O)C1=CN(Cc2cccc(F)c2)S(=O)(=O)NC1c1ccc(Br)cc1F (centres undefined) ?
BoNT-F LC inh: -1; BoNT-A LC inh2: -0.2; MazF activator: 7; SSB-PriA inh: -7; CCHFV vOTU inh: 16; PrPC surface inh: 8; Anthrax LF inh2: -4

How did Cc1cccc(C(=O)OCN2C(=O)c3ccccc3C2=O)c1[N+](=O)[O-] do in these assays?
BoNT-F LC inh: 1; BoNT-A LC inh2: 2.1; DUSP3 inh: -10; MazF activator: 3; Rv3671c protease: 5; SSB-PriA inh: -8; CCHFV vOTU inh: 4; 3CLpro inhibitor: 6; PrPC surface inh: 2; Anthrax LF inh2: 0

Results for O=c1oc2ccccc2n1CCCCCn1c(=O)oc2ccccc21 ?
BoNT-F LC inh: 7; BoNT-A LC inh2: 0.2; DUSP3 inh: 21; MazF activator: -1; Rv3671c protease: 1; SSB-PriA inh: -4; CCHFV vOTU inh: -7; 3CLpro inhibitor: 7; PrPC surface inh: 2; Anthrax LF inh2: 6

Results for O=C(CSc1ccc2nnc(-c3ccc(F)cc3)n2n1)N1CCOCC1 ?
BoNT-F LC inh: 0; BoNT-A LC inh2: -0.2; MazF activator: 1; Rv3671c protease: -3; SSB-PriA inh: -3; CCHFV vOTU inh: -8; 3CLpro inhibitor: -6; PrPC surface inh: 3; Anthrax LF inh2: -6

What do the screens show for `CC1CCCN(c2nc(N(C)c3ccccc3)nc(N)c2[N+](=O)[O-])C1` (centres undefined)?
BoNT-F LC inh: -8; BoNT-A LC inh2: -0.7; DUSP3 inh: 17; MazF activator: 4; Rv3671c protease: -12; SSB-PriA inh: 29; CCHFV vOTU inh: -3; 3CLpro inhibitor: 1; PrPC surface inh: -7; Anthrax LF inh2: -2

Results for COc1ccc(-c2c(NCCc3ccccc3)c(=O)c2=O)cc1 ?
BoNT-F LC inh: -19; BoNT-A LC inh2: -1.8; DUSP3 inh: -20; MazF activator: -14; Rv3671c protease: -12; SSB-PriA inh: -4; CCHFV vOTU inh: -1; 3CLpro inhibitor: -3; PrPC surface inh: 7; Anthrax LF inh2: -9

What do the screens show for `O=C(Nc1ccc2c(c1)Cc1ccccc1-2)c1ccccc1F`?
MazF activator: -1; Rv3671c protease: 7; SSB-PriA inh: -6; CCHFV vOTU inh: 8; PrPC surface inh: -1

What do the screens show for `CN(C(=O)COC(=O)COc1ccc2ccccc2c1)c1ccccc1`?
BoNT-F LC inh: 6; BoNT-A LC inh2: -0.1; MazF activator: -1; CCHFV vOTU inh: 9; PrPC surface inh: 3; Anthrax LF inh2: -4

How did CC(C)C(NC(=O)CSc1ccc(Cl)cc1)C(C)C do in these assays?
BoNT-F LC inh: 0; BoNT-A LC inh2: 0.5; DUSP3 inh: -23; MazF activator: -1; Rv3671c protease: -6; SSB-PriA inh: -3; CCHFV vOTU inh: -8; 3CLpro inhibitor: -1; PrPC surface inh: 3; Anthrax LF inh2: -2

How did O=S(=O)(Nc1ccc(Oc2ncccn2)c(Cl)c1)c1ccc(F)cc1 do in these assays?
BoNT-F LC inh: 6; BoNT-A LC inh2: -0.9; DUSP3 inh: 12; MazF activator: -4; Rv3671c protease: 2; SSB-PriA inh: -2; CCHFV vOTU inh: 9; 3CLpro inhibitor: 6; PrPC surface inh: 9; Anthrax LF inh2: -5

What do the screens show for `COc1ccc(OC)c(-c2nc(C(N)=O)c3[nH]c(=O)n(-c4ccc(F)cc4)c3n2)c1`?
BoNT-F LC inh: -13; BoNT-A LC inh2: -0.4; DUSP3 inh: 21; MazF activator: -10; Rv3671c protease: -4; SSB-PriA inh: -6; CCHFV vOTU inh: -1; 3CLpro inhibitor: -2; PrPC surface inh: -4; Anthrax LF inh2: -6

How did Cc1ccc(NC(=O)CCc2ccccc2)cc1S(=O)(=O)N1CCOCC1 do in these assays?
BoNT-F LC inh: -2; BoNT-A LC inh2: -1.0; MazF activator: 5; Rv3671c protease: -13; SSB-PriA inh: -22; CCHFV vOTU inh: 3; PrPC surface inh: -10; Anthrax LF inh2: -10

How did CC(C)OC(=O)N(C)C[C@@H]1OCc2cn(nn2)CCCC(=O)N([C@H](C)CO)C[C@H]1C do in these assays?
BoNT-F LC inh: -2; BoNT-A LC inh2: -0.2; MazF activator: 5; CCHFV vOTU inh: 16; PrPC surface inh: -5; Anthrax LF inh2: 0

What do the screens show for `O=C(N/N=C/c1cccnc1)c1ccccc1OCc1cccc(Br)c1`?
BoNT-F LC inh: -4; BoNT-A LC inh2: -0.5; DUSP3 inh: -9; MazF activator: 7; Rv3671c protease: -6; CCHFV vOTU inh: 0; 3CLpro inhibitor: -4; PrPC surface inh: -10; Anthrax LF inh2: -2

How did CC(C)Oc1ccccc1/C=N/NC(=O)c1ccc(F)cc1 do in these assays?
BoNT-F LC inh: -38; BoNT-A LC inh2: -4.6; DUSP3 inh: 1; MazF activator: 1; Rv3671c protease: -1; CCHFV vOTU inh: 10; 3CLpro inhibitor: 7; PrPC surface inh: 10; Anthrax LF inh2: -12

How did COc1ccc(CN(CC(=O)NCCc2ccccc2)C(=O)CCC(=O)Nc2ccccn2)cc1 do in these assays?
BoNT-F LC inh: 4; BoNT-A LC inh2: -0.3; DUSP3 inh: 24; MazF activator: -2; Rv3671c protease: 2; SSB-PriA inh: -8; CCHFV vOTU inh: 0; 3CLpro inhibitor: 3; PrPC surface inh: -4; Anthrax LF inh2: 0

What do the screens show for `Clc1nc(Cl)c2ncn(-c3ccccc3)c2n1`?
BoNT-F LC inh: -2; BoNT-A LC inh2: 0.3; MazF activator: -2; SSB-PriA inh: -3; CCHFV vOTU inh: 20; PrPC surface inh: -3; Anthrax LF inh2: 1

What do the screens show for `CSc1ccccc1NC(=O)C1=COCCO1`?
BoNT-F LC inh: -7; BoNT-A LC inh2: -3.7; DUSP3 inh: 16; MazF activator: -1; Rv3671c protease: -1; SSB-PriA inh: -7; CCHFV vOTU inh: -12; 3CLpro inhibitor: 3; PrPC surface inh: -2; Anthrax LF inh2: -1

Results for CSCCC(NS(=O)(=O)c1ccc(C)cc1)C(=O)N1CCN(C(c2ccccc2)c2ccccc2)CC1 (centres undefined) ?
BoNT-F LC inh: 2; BoNT-A LC inh2: -2.1; MazF activator: -13; Rv3671c protease: -4; SSB-PriA inh: -9; CCHFV vOTU inh: 5; PrPC surface inh: 2; Anthrax LF inh2: -3

How did C=CCN1C(=O)C(CC(=O)O)SC1=Nc1c(C)n(C)n(-c2ccccc2)c1=O (centres undefined) do in these assays?
BoNT-F LC inh: 4; BoNT-A LC inh2: 0.6; DUSP3 inh: 24; MazF activator: 10; Rv3671c protease: -1; SSB-PriA inh: -8; CCHFV vOTU inh: 9; 3CLpro inhibitor: 4; PrPC surface inh: -1; Anthrax LF inh2: 3

What do the screens show for `CCn1c(SCC(=O)Nc2ccccc2N2CCOCC2)nnc1-c1ccccc1`?
BoNT-F LC inh: 4; BoNT-A LC inh2: 0.5; DUSP3 inh: 23; MazF activator: 3; Rv3671c protease: -4; SSB-PriA inh: -17; CCHFV vOTU inh: -5; 3CLpro inhibitor: -1; PrPC surface inh: 1; Anthrax LF inh2: -3

Results for COc1ccc(Cc2c(-c3cccc(Br)c3)nc3ccc(Cl)cn23)c(C)c1 ?
BoNT-F LC inh: -10; BoNT-A LC inh2: 7.9; CCHFV vOTU inh: 18; PrPC surface inh: -8; Anthrax LF inh2: 18

How did CCOC(=O)C1(C)CCN1C(=O)c1cccc2ccccc12 (centres undefined) do in these assays?
BoNT-F LC inh: 8; BoNT-A LC inh2: 0.0; CCHFV vOTU inh: -4; PrPC surface inh: -4; Anthrax LF inh2: 0

What do the screens show for `CCCNC(=O)C1(C)CCN(Cc2ccc(C)c3ccccc23)C1` (centres undefined)?
BoNT-F LC inh: 4; BoNT-A LC inh2: 0.2; CCHFV vOTU inh: 1; PrPC surface inh: -4; Anthrax LF inh2: -1

What do the screens show for `Cc1c(NS(=O)(=O)c2ccc3c(c2)Cc2ccccc2-3)c(=O)n(-c2ccccc2)n1C`?
BoNT-F LC inh: 2; BoNT-A LC inh2: -0.1; DUSP3 inh: 22; MazF activator: 4; Rv3671c protease: 12; SSB-PriA inh: -5; CCHFV vOTU inh: 6; 3CLpro inhibitor: -1; PrPC surface inh: 4; Anthrax LF inh2: -2

What do the screens show for `C/C(=N\NC(=S)NC1CCCCC1)c1ccc(Cl)c(Cl)c1`?
BoNT-F LC inh: 6; BoNT-A LC inh2: -0.5; DUSP3 inh: -8; MazF activator: -1; Rv3671c protease: 9; CCHFV vOTU inh: -6; 3CLpro inhibitor: 2; PrPC surface inh: -3; Anthrax LF inh2: -1

Results for CCOC(=O)C1CCCN(C(=O)Cn2cnc3sc(C)c(S(=O)(=O)N4CCOCC4)c3c2=O)C1 (centres undefined) ?
BoNT-F LC inh: 4; BoNT-A LC inh2: 0.1; DUSP3 inh: 26; MazF activator: 8; Rv3671c protease: 5; SSB-PriA inh: -1; CCHFV vOTU inh: -4; 3CLpro inhibitor: 2; PrPC surface inh: 5; Anthrax LF inh2: -3

How did CC(=O)c1ccc(N2CCC(C)CC2)c(F)c1 do in these assays?
BoNT-F LC inh: -4; BoNT-A LC inh2: 0.8; DUSP3 inh: 16; MazF activator: 8; Rv3671c protease: 4; SSB-PriA inh: -11; CCHFV vOTU inh: 2; 3CLpro inhibitor: 6; PrPC surface inh: 0; Anthrax LF inh2: -1

How did N#Cc1ccc(C23OCCN2CCn2nc4ccccc4c23)cc1 (centres undefined) do in these assays?
BoNT-F LC inh: -36; BoNT-A LC inh2: -1.3; MazF activator: 6; Rv3671c protease: 5; SSB-PriA inh: -7; CCHFV vOTU inh: -5; PrPC surface inh: -7; Anthrax LF inh2: -4

What do the screens show for `O=C(OC1CCOC1=O)C1CCN(S(=O)(=O)c2c(Cl)cccc2Cl)CC1` (centres undefined)?
BoNT-F LC inh: -1; BoNT-A LC inh2: -3.4; MazF activator: 7; Rv3671c protease: -3; SSB-PriA inh: 2; CCHFV vOTU inh: 9; PrPC surface inh: -11; Anthrax LF inh2: -5

What do the screens show for `Cc1nc2ccc(C(=O)c3ccccc3)cc2[nH]1`?
BoNT-F LC inh: 6; BoNT-A LC inh2: 0.4; DUSP3 inh: -12; MazF activator: -3; Rv3671c protease: -7; SSB-PriA inh: -9; CCHFV vOTU inh: 18; 3CLpro inhibitor: -6; PrPC surface inh: 7; Anthrax LF inh2: 4

What do the screens show for `Cn1[nH]c(C(F)(F)F)cc1=O`?
BoNT-F LC inh: 1; BoNT-A LC inh2: -0.9; DUSP3 inh: 13; MazF activator: 10; Rv3671c protease: 3; SSB-PriA inh: 10; CCHFV vOTU inh: -6; 3CLpro inhibitor: 3; PrPC surface inh: -1; Anthrax LF inh2: -2

How did O=C(CC1NCCNC1=O)Nc1ccc2c(c1)OCCO2 (centres undefined) do in these assays?
BoNT-F LC inh: -13; BoNT-A LC inh2: -1.0; DUSP3 inh: 2; MazF activator: -7; Rv3671c protease: -1; SSB-PriA inh: -28; CCHFV vOTU inh: -11; 3CLpro inhibitor: 5; PrPC surface inh: -5; Anthrax LF inh2: -4

Screens (PubChem BioAssay)
